Screening results as filed in PubChem.
hIAP inh – blocks human intestinal alkaline phosphatase; P09923; 330,000 compounds, 0.12% hits; AID 2544; inhibition, % at 10 µM; purified IAP, CDP-Star luminescence, 30 min;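 active means inhibition reaching a set limit with compound at 10 µM in the primary screen, cut at about 35% in these data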;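 further: plate controls were DMSO wells with enzyme for no effect and no-enzyme buffer wells for full effect; values of inactives mirror those of a sister screen read the other way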
Target sequence (P09923 whole entry, looked up): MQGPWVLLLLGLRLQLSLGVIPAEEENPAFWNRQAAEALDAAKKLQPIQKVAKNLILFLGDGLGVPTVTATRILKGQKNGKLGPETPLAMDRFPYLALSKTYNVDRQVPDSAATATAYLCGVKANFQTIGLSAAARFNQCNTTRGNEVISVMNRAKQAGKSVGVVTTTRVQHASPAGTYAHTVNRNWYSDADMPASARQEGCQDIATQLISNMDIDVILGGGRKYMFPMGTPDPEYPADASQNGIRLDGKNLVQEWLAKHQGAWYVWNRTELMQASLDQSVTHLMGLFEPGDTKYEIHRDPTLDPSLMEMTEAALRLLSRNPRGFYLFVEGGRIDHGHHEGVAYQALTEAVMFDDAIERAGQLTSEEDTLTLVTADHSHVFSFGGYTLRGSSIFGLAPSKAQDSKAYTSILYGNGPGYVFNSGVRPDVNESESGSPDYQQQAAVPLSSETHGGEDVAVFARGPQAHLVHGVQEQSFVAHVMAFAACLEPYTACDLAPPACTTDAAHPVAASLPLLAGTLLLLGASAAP
mIAP act – increases mouse intestinal alkaline phosphatase activity. 330,000 compounds, 0.24% hits. activation factor at 10 µM. muIAP, CDP-Star luminescence, 30 min; stronger effect = higher value; 1 = vehicle-only enzyme signal, 0 = enzyme-free wells. AID 2805;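 active means activation factor of at least 2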; further: the source names both 10 and 20 µM as test concentration; values of inactives mirror those of a sister screen read the other way
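Assay system: mouse IAP enzyme / Compound: DMSO-dissolved test compounds / Timing: 30 min, room temperature / Measured by: luminescence from enzymatic CDP-Star hydrolysis / Control set: DMSO-only wells, enzyme-free buffer wells as negative control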
MPTP block – permeability transition pore inhibition; isolated mouse mitochondria, Ca2+ swelling absorbance, 30 min; inhibition, % at 10 µM; 360,000 compounds, 1.4% hits; AID 602449;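 active means inhibition of 50% or more, scaled per plate between neutral and stimulator controls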;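 further: 0% = DMSO wells given calcium and 100% = 1 mM EGTA wells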
APOBEC3G inh – inhibitors of human APOBEC3G DNA deaminase; 330,000 compounds, 0.28% hits; inhibition, % at 20 µM; Q9HC16; recombinant A3G, ssDNA deamination FAM/TAMRA fluorescence; AID 493012;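 active means inhibition of at least 40% at 20 µM, with no more than 30% in the related APOBEC3A deaminase screen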;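 further: plate controls were DMSO wells with A3G for no effect and wells lacking A3G enzyme for full effect; some compounds called inactive have numbers as strong as hits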
Target sequence (Q9HC16 whole entry, looked up): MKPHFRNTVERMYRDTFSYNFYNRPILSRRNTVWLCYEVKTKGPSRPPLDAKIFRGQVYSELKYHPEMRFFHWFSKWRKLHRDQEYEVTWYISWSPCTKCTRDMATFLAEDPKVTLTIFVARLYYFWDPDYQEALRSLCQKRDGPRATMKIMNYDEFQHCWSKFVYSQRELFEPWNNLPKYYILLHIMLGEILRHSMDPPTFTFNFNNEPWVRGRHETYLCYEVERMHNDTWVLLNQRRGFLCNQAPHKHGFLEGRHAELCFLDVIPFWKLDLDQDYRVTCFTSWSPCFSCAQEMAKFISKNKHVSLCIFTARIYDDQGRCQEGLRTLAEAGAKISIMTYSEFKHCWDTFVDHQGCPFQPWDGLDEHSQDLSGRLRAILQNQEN
hIAP act – increases human intestinal alkaline phosphatase activity. 330,000 compounds, 0.16% hits. AID 2524. P09923. purified human IAP, CDP-Star luminescence, 30 min; stronger effect = higher value; 1 = vehicle-only enzyme, 0 = enzyme-free background. activation factor at 10 µM;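 active means activation factor of the enzyme at least 2-fold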; further: the source names both 10 and 20 µM as test concentration; values of inactives mirror those of a sister screen read the other way
mIAP inh – mouse IAP inhibition; AID 2806; inhibition, % at 10 µM; 330,000 compounds, 0.2% hits; purified mouse IAP, CDP-Star luminescence, 30 min;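 active means inhibition of at least 40% at 10 µM in the primary screen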;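 further: plate controls were DMSO with enzyme for no effect and no enzyme wells for full effect; values of inactives mirror those of a sister screen read the other way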
beta cell repl – MIN6 beta-cell proliferation induction; proliferation, % at 10 µM; MIN6 cells proliferation, ATPlite luminescence, 48 h; cells starved in 0.2% serum; 100% = growth in 10% serum; 330,000 compounds, 0.29% hits;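 active means compounds whose signal lies at least 3.5 SD above the mean of all wells on their plate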;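 further: 0% = DMSO-treated cells in low-serum medium and 100% = 10% serum control; some compounds called inactive have numbers as strong as hits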
GRIN3A LBD mod – modulates the human NR3A ligand-binding domain; NR3A LBD differential scanning fluorimetry, Tm shift; 0% = protein alone, 100% = glycine-bound protein; Tm shift relative to glycine control, % at 25 µM; 340,000 compounds, 2.5% hits; AID 1259313;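 active means melting temperature shift of at least 10% of the positive control shift, at one fixed dose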
A3A deaminase – inhibitors of human APOBEC3A DNA deaminase; AID 493011; inhibition, % at 20 µM; recombinant A3A, FAM/TAMRA ssDNA deamination fluorescence; P31941; 330,000 compounds, 0.41% hits;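 active means at least 40% inhibition at 20 µM here, with at most 30% in a related deaminase screen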;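 further: plate controls were A3A with DMSO for no effect and wells lacking A3A enzyme for full effect; some results filed as inactive read as strong as hits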
Target sequence (P31941 whole entry, looked up): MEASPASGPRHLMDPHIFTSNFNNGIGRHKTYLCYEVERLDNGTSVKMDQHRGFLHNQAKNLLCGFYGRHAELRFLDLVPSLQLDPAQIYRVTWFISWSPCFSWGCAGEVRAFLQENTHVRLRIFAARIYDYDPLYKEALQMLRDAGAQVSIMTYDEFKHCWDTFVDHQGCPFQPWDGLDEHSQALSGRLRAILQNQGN
An asterisk follows results filed as active; · = not tested or not shown.

Every second line gives: hIAP inh	GRIN3A LBD mod	beta cell repl	APOBEC3G inh	hIAP act	mIAP inh	mIAP act	A3A deaminase	MPTP block
Cc1ccc(S(=O)(=O)NC(=O)Nc2cccc([N+](=O)[O-])c2)cc1
 : 20	1	-2	-6	0.8	4	0.96	-3	1.7
Cc1nn(C)c(C)c1S(=O)(=O)N1CCC(C(=O)NC2CCCCCC2)CC1
 : -12	0	4	-2	1.1	11	0.89	2	1.0
COc1ccc(CC2=CC(=O)c3ccccc3C2=O)cc1
 : -1	1	-4	2	1	6	0.94	-3	-0.2
Cc1ccc(NS(=O)(=O)c2cccc(C(=O)Nc3c(C)n(C)n(-c4ccccc4)c3=O)c2)cc1
 : 5	-1	-2	-2	0.95	4	0.96	8	·
CCN1CCN(Cc2cc(=O)oc3cc4c(cc23)CCC4)CC1
 : 13	1	1	-2	0.87	-1	1	3	0.5
CCOC(=O)/C(=N/Nc1ccc(C)cc1)S(=O)(=O)c1ccc(Cl)cc1
 : 4	0	-4	-7	0.96	10	0.9	-6	1.2
CC(=O)Nc1ccc(S(=O)(=O)Nc2ccc3ccccc3n2)cc1
 : -4	1	1	-2	1	-5	1.1	-2	-0.4
COc1ccc(CCNC(=O)c2nnn(-c3ccc4c(c3)OCCO4)c2N)cc1OC
 : -2	0	4	-7	1	-8	1.1	-5	0.9
O=C(O)c1ccccc1NS(=O)(=O)c1cccc(C(F)(F)F)c1
 : 15	-19	-3	-2	0.85	6	0.94	2	1.6
CCOC(=O)c1c(C#N)c(SCC(=O)Nc2ccc(OC)cc2)nc2c1CN(CC)CC2
 : -5	-5	-1	3	1.1	10	0.9	0	-0.3
COc1ccc(CNC(=O)CSc2nnnn2-c2ccccc2)cc1
 : -1	2	0	-7	1	9	0.91	-3	-0.7
COc1ccc(Nc2nc(OC)nc(OC)n2)cc1
 : -8	-6	-5	2	1.1	-2	1	1	-1.9
Cc1nc2ccccc2c2ncccc12
 : 13	6	4	-3	0.87	-2	1	2	2.2
CC(=O)NNC(=O)CN1C(=O)/C(=C/c2ccccc2)SC1=S
 : -72	0	-2	-3	1.7	7	0.93	-11	3.4
COCCNC(=O)CN(CC1CCCO1)C(=O)CCC(=O)Nc1ccccn1 (stereo unspecified)
 : 18	3	-2	-4	0.82	2	0.98	1	-3.0
CCOc1cccc(-c2nnc3sc(COc4ccc(OC)cc4)nn23)c1
 : 0	1	-1	2	1	-2	1	5	-1.7
COc1cc(CCC(=O)Nc2c(C(=O)N3CCN(c4ccccc4OC)CC3)oc3ccccc23)on1
 : -15	0	3	-1	1.1	4	0.96	0	-0.2
Cc1cc(C)cc(-n2nnnc2SCC(=O)Nc2nc(-c3ccc(Cl)cc3)cs2)c1
 : 15	0	-3	-1	0.85	3	0.97	-4	12
CCC(=O)Nc1nnc(SCC(=O)N2c3ccccc3CC2C)s1 (stereo unspecified)
 : 0	0	-1	3	1	-2	1	3	-1.0
COc1ccc(OC)c(CNC(=O)CCC(=O)N2Cc3ccccc3Oc3ncccc32)c1
 : -14	-1	1	-5	1.1	-3	1	-5	-0.3
CC1(C)C2CCC1(CS(=O)(=O)Nc1ccc(S(=O)(=O)NC3CCCCC3)cc1)C(=O)C2 (stereo unspecified)
 : 11	-25	0	2	0.89	5	0.95	-1	-0.3
Cc1ccc(Cc2c(C)nc3nc(SCC(=O)NCCN4CCOCC4)nn3c2C)cc1
 : -2	-2	-3	-3	1	3	0.97	-3	-0.4
O=C(Oc1ccc([N+](=O)[O-])cc1)c1cccnc1
 : -6	-2	-2	-1	1.1	-2	1	-3	1.8
O=C(Nc1ccc2c(c1)Cc1ccccc1-2)c1ccncc1
 : 3	18*	1	1	0.97	13	0.87	-1	4.9
S=C(NCCCN1CCOCC1)Nc1ccc(Cl)cc1
 : -9	2	-4	0	1.1	-3	1	-3	0.7
O=C1c2ccccc2C(=O)N1CCC#Cc1ccc2cc(CCO)oc(=O)c2c1
 : -6	4	-2	-4	1.1	2	0.98	-2	-0.8
CCOC(=O)COc1c(OC)cc(Cl)cc1C1Nc2ccccc2C(=O)N1c1cccc(C)c1 (stereo unspecified)
 : -6	-2	-2	-9	1.1	-14	1.1	-2	3.0
C[C@H](NC(=O)[C@@H]1Cc2ccccc2CN1C(=O)OC(C)(C)C)C(=O)NC1CCCC1
 : 28	-1	-1	-4	0.72	-3	1	1	-0.1
O=C(Oc1ccc(-c2csnn2)cc1)c1cccs1
 : -33	29*	1	-6	1.3	-13	1.1	-5	2.1
C=CCN(c1ccccc1)S(=O)(=O)c1cccc(C(=O)Nc2ccncc2)c1
 : -5	1	-2	0	1.1	6	0.94	-1	18
Cc1cccc(N2CCN(C(=O)CCC(=O)N3CC(C)Oc4ccccc43)CC2)c1C (stereo unspecified)
 : 24	-2	-5	-10	0.76	-3	1	-7	1.5
O=C(Nc1ccc(-n2cccn2)cc1)C1CCN(Cc2ccccn2)CC1
 : -4	-1	-1	-8	1	6	0.94	-3	1.2
O=C(Nc1cccc(S(=O)(=O)NC2=NCCC2)c1)c1ccccc1
 : -3	0	-1	-3	1	-7	1.1	-1	-1.1
O=C(Cc1c(F)cccc1Cl)NNC(=O)c1ccco1
 : -1	2	-3	-6	1	7	0.93	-5	-0.4
CC(C)C1Cc2nc(Cl)c(C#N)cc2CO1 (stereo unspecified)
 : -17	-1	-4	-5	1.2	-4	1	0	-0.6
COc1ccc(-c2ccc(/C=N/NC(=O)Cc3nnc(N)s3)o2)cc1Cl
 : -16	-2	-3	-2	1.2	16	0.84	3	2.3
CCSc1nnc(NC(=O)CCNS(=O)(=O)c2cc(Br)cnc2N)s1
 : -38	-9	-1	-4	1.4	3	0.97	-3	3.0
CCOc1ccc(C(=O)NCC2CCCO2)cc1OCC (stereo unspecified)
 : 0	3	-1	-9	1	20	0.8	-1	-3.2
CC(C)NS(=O)(=O)c1ccc(CCC(=O)NCc2ccncc2)cc1
 : -2	-2	-4	1	1	0	1	0	-1.2
CCn1c2ccccc2c2cc(CN3CCN(S(C)(=O)=O)CC3)ccc21
 : 1	-1	0	0	0.99	-4	1	4	0.0
Cc1ccc(Cl)cc1NS(=O)(=O)c1ccc2c(c1)NC(=O)C(C)C(=O)N2 (stereo unspecified)
 : 5	-4	-2	1	0.95	15	0.85	-1	1.1
CCOc1ccccc1NC(=O)/C=C/c1ccccc1[N+](=O)[O-]
 : 4	-4	0	-1	0.96	5	0.95	1	6.0
COCC(C)n1c(SCC(=O)Nc2c(C)n(C)n(-c3ccccc3)c2=O)nc2ccccc2c1=O (stereo unspecified)
 : 9	4	-2	-8	0.91	-3	1	-3	-1.9
Brc1ccccc1OCCN1CCOCC1
 : -9	3	0	-4	1.1	6	0.94	-6	-1.5
Cc1ccc(S(=O)(=O)NCCC(=O)OCC(=O)Nc2cccc(Cl)c2)cc1
 : 22	-16	-2	-3	0.78	-5	1.1	1	-0.2
CCOC(=O)c1nnn(-c2nonc2N)c1CSc1ccccn1
 : 1	-1	-2	-5	0.99	4	0.96	-2	0.1
COc1cc(C(=O)OCCc2cc3ccccc3c(=O)o2)cc(OC)c1OC
 : 7	-2	-2	-2	0.93	1	0.99	1	-0.7
Cc1ccc(N(CC(=O)NC2CCCCC2)S(=O)(=O)c2cccs2)cc1
 : -12	2	10	-8	1.1	3	0.97	-4	-0.7
Cc1nc(N2CCCCC2C)c2c(C)c(C(=O)Nc3cccc(C(F)(F)F)c3)sc2n1 (stereo unspecified)
 : 1	4	-6	-4	0.99	11	0.89	-2	70*
CCN(CC)S(=O)(=O)c1ccc(C)c(NC(=O)CSc2ncc(C(F)(F)F)cc2Cl)c1
 : 5	-20	-4	-6	0.95	3	0.97	2	3.9
CCNC(=S)Nc1ccc(Cl)c(C(F)(F)F)c1
 : 8	-1	-4	-7	0.92	-58	1.6	-1	91*
COC(=O)CNC(=O)c1ccccc1C
 : 8	1	-1	-6	0.93	0	1	-3	-2.0
O=C(CN1C(=O)C2CCCCC2C1=O)Nc1ccccc1C(=O)O (stereo unspecified)
 : 18	-2	-1	-15	0.82	6	0.94	-3	-0.5
CCCCN(CCCC)C(=O)c1cc2ccccc2c(=O)o1
 : -1	-11	-4	2	1	-6	1.1	3	2.9
NC(=O)c1ccccc1NS(=O)(=O)c1ccccc1
 : 16	4	3	-8	0.84	-1	1	-1	1.5
COCc1c(N)c(C)nc(Cl)c1C#N
 : -36	-2	4	66*	1.4	-1	1	13	-2.5
CN(C(=O)COC(=O)c1cc([N+](=O)[O-])ccc1N1CCCC1)C1CCS(=O)(=O)C1 (stereo unspecified)
 : 6	0	-5	-5	0.94	-8	1.1	-11	-5.9
CC(C)c1ccc(O)c(NC(=O)c2ncn[nH]2)c1
 : -33	1	-1	2	1.3	20	0.8	3	1.1
O=C(/C=C/c1ccc(O)c(O)c1)OC(Cc1ccc(O)c(O)c1)C(=O)O (stereo unspecified)
 : 31	1	-6	0	0.69	77*	0.23	1	-0.1
CC(C)CNC(=S)Nc1ccc(Oc2ccccc2)cc1
 : 7	0	0	-8	0.93	-116	2.2*	-1	92*

(listing goes on)
Every second line gives: hIAP inh	GRIN3A LBD mod	beta cell repl	APOBEC3G inh	hIAP act	mIAP inh	mIAP act	A3A deaminase	MPTP block
COCCNC(=O)c1cn(C(C)c2ccccc2F)nn1 (stereo unspecified)
 : 1	2	-4	0	0.99	-5	1.1	2	·
CCOC(=O)C1CCCN(C(=O)c2ccc3c(=O)n(Cc4ccccc4OC)c(=S)[nH]c3c2)C1 (stereo unspecified)
 : -2	-1	-1	-5	1	8	0.92	-7	-1.7
COc1ccc(N(C(C)C(=O)Nc2cccnc2)S(C)(=O)=O)cc1 (stereo unspecified)
 : 7	5	1	-5	0.93	1	0.99	12	-1.0
Cc1ccc(SCc2cc(=O)[nH]c(Nc3nc(C)c4ccc(C)cc4n3)n2)cc1
 : -22	1	-5	-12	1.2	16	0.83	-4	1.5
Cc1ccn2c(=O)c(NC(=O)c3ccc(Br)o3)c(C)nc2c1
 : 6	-2	-1	6	0.94	-10	1.1	3	1.1
CCOc1ccc(S(=O)(=O)N2CCCCC2)cc1NC(=O)CN1C(=O)NC(C)(C2CC2)C1=O (stereo unspecified)
 : -10	0	-1	0	1.1	0	1	7	-0.5
CC(C)CNC(=O)CCCc1c[nH]c2ccccc12
 : 9	0	-1	-1	0.91	0	0.99	1	1.6
CCCCNC(=S)Nc1ccc(SC(F)F)cc1
 : -8	0	-6	-2	1.1	-98	2	-2	98*
O=C(N/N=C/c1cc2c(cc1[N+](=O)[O-])OCO2)c1ccc2c(c1)OCO2
 : 3	0	0	-5	0.97	22	0.78	3	0.5
COc1ccccc1-c1sc2ccccc2c1-c1ccc(OCCN2CCOCC2)cc1
 : ·	5	·	1	·	1	0.99	3	-0.7
O=C1C(Nc2ccccc2)=C(NS(=O)(=O)c2ccccc2)C(=O)c2ccccc21
 : 25	3	0	-5	0.75	16	0.84	-2	-15

Full records, looked up by structure. Values in the order: hIAP inh	GRIN3A LBD mod	beta cell repl	APOBEC3G inh	hIAP act	mIAP inh	mIAP act	A3A deaminase	MPTP block
Shown for `CCOc1ccc(S(=O)(=O)N2CCCCC2)cc1NC(=O)CN1C(=O)NC(C)(C2CC2)C1=O` (stereo unspecified) → -10	0	-1	0	1.1	0	1	7	-0.5
Shown for `COCCNC(=O)c1cn(C(C)c2ccccc2F)nn1` (stereo unspecified) → 1	2	-4	0	0.99	-5	1.1	2	·
Shown for `CCSc1nnc(NC(=O)CCNS(=O)(=O)c2cc(Br)cnc2N)s1` → -38	-9	-1	-4	1.4	3	0.97	-3	3.0
